Cdc42 wt GTP: changes GTP binding to wildtype human Cdc42; percent activity (GTP binding), % at 10 µM; GST-Cdc42 beads, Bodipy-GTP binding, flow cytometry; actives lie on both sides; P60953; 190,000 tested, 0.2% active;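 active = percent activity GTP binding at least 20 points away from the 100% baseline, either down as inhibitor or up as activator; inconclusive = compound flagged as likely green fluorescent from well-wide comparison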;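 note: median bead fluorescence of bound Bodipy-FL-GTP at 100 nM; 0% = excess unlabeled GTP control and 100% = no compound control; below 100% means less GTP binding so inhibitor and above means activator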
Target sequence (P60953 whole entry, looked up): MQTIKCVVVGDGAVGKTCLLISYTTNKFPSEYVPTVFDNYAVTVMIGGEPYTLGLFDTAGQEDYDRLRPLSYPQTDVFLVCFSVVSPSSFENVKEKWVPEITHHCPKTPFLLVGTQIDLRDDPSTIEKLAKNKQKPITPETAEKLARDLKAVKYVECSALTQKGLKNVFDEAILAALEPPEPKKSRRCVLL
Rac1 wt modul: human Rac1 wildtype GTP binding, inhibitors and activators | AID 757 | GST-Rac1 beads, fluorescent GTP binding, flow cytometry; actives lie on both sides; 0 = cold GTP competed, 100 = untreated | P63000 | 190,000 tested, 0.27% active | GTP binding activity (% of control), % at 10 µM;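 active = GTP binding activity at least 20 points away from the 100% control level, either lower or higher; inconclusive = compound flagged as likely green fluorescent, judged across all proteins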
HRas wt GTP: human HRas wildtype GTP binding, change in either direction | 190,000 tested, 0.14% active | P01112 | GTP binding activity, % at 10 µM | GST-Ras wt beads, Bodipy-FL-GTP binding, flow cytometry; actives lie on both sides | AID 759;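 active = GTP binding activity at least 20% away from the 100% baseline, either lowered as inhibitor or raised as activator; inconclusive = flagged as likely green fluorescent, judged across all proteins in the well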;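 note: 0% = unlabeled GTP competition control and 100% = no-compound control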
Target sequence (P01112 whole entry, looked up): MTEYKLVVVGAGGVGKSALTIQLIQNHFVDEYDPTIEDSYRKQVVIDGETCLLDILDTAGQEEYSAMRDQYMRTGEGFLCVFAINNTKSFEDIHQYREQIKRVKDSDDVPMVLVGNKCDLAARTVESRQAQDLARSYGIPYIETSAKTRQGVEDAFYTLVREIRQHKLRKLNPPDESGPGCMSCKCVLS
Bcl-W Bim block: human Bim-Bcl-W interaction inhibition. Q92843. bead-based flow cytometry, Bim peptide-Bcl-W binding. AID 952. 190,000 tested, 0.02% active. inhibition, % at 10 µM;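 note: 0% = bound tracer without compound and 100% = peptide blocker; higher means less fluorescent Bim peptide bound to Bcl-W beads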
Target sequence (Q92843 whole entry, looked up): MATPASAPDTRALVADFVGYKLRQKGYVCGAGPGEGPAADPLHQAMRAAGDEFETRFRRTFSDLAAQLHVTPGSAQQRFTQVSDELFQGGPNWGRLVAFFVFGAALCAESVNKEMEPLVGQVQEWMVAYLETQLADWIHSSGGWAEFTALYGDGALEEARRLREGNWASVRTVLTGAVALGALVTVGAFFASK
Rab2A wt mod: changes GTP binding to wildtype dog Rab2A, up or down; P61105; GST-Rab2 wt beads, Bodipy-GTP binding, flow cytometry; GTP binding activity, % at 10 µM; 190,000 tested, 0.19% active;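 active = GTP binding activity at least 20 points away from 100%, either lowered or raised; inconclusive = signal likely due to the compound's own green fluorescence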;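 note: 0% = beads with excess unlabeled GTP and 100% = no-compound control corrected for plate trend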
Bim-Bcl-2: inhibitors of Bim-Bcl-2 interaction, human; P10415; Bead-based flow cytometry, Bim peptide-Bcl-2 binding; inhibition, % at 10 µM; 190,000 tested, 0.06% active; AID 950; in the data active = inhibition above about 40%; inconclusive = no clear call, values can overlap the other calls;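 note: 0% = no compound wells with probe peptide and 100% = reference peptide inhibitor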
Rab7 wt modul: alters GTP binding to wildtype dog Rab7; GST-Rab7 beads, fluorescent GTP binding, flow cytometry; actives lie on both sides; untreated = 100%, excess cold GTP = 0%; GTP binding activity (percent of control), % at 10 µM; 190,000 tested, 0.055% active; AID 758;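 active = fluorescent GTP binding to Rab7 beads changed by at least 20 points from the 100% baseline, either direction, mostly lower; inconclusive = compound itself probably fluorescent, or too few beads counted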;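 note: median green fluorescence of bound Bodipy-FL-GTP per Rab7 bead population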
Rac1 mut GTP: alters GTP binding to activated mutant human Rac1; P63000; GST-Rac1 activated beads, fluorescent GTP binding, flow cytometry; actives lie on both sides; 100% means binding = to untreated wells; percent activity (GTP binding), % at 10 µM; 190,000 tested, 0.11% active; AID 764;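 active = GTP binding at least 20 percentage points away from the 100% baseline, in either direction, so actives lie on both sides; inconclusive = Compound likely fluorescent itself, or too few beads counted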
Bcl-B Bim block: disrupts Bim peptide binding to human Bcl-B | inhibition, % at 10 µM | 190,000 tested, 0.073% active | bead-based flow cytometry | Q9HD36;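 note: 0% = tracer peptide without compound and 100% = reference inhibitor peptide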
Target sequence (Q9HD36 whole entry, looked up): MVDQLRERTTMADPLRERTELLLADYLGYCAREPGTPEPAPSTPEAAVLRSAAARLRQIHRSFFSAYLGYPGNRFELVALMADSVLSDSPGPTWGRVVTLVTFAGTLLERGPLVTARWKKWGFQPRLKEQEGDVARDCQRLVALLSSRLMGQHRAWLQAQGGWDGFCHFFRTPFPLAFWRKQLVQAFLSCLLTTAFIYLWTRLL
Bfl-1 Bim block: disrupts Bim binding to human Bfl-1 | Q16548 | Bead-based flow cytometry, Bim-Bfl-1 binding inhibition | 190,000 tested, 0.12% active | inhibition, % at 10 µM;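 note: 0% = wells without compound plus tracer and 100% = blocker peptide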
Bcl-XL Bim block: disrupts Bim peptide binding to human Bcl-XL. Q07817. 190,000 tested, 0.04% active. AID 1007. inhibition, % at 10 µM. bead flow cytometry, fluorescence
Target sequence (Q07817 whole entry, looked up): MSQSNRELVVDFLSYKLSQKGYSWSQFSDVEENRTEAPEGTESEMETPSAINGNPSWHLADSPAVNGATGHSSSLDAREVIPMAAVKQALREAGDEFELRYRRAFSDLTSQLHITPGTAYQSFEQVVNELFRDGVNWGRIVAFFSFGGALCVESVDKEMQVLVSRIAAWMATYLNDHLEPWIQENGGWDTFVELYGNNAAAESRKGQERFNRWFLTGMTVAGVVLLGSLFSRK
Numbers without * were called inactive; ? = inconclusive. Cut-off read from the data, not from the text of the source, unless noted: active = inhibition above about 40%.

SMILES	Cdc42 wt GTP	Rac1 wt modul	HRas wt GTP	Bcl-W Bim block	Rab2A wt mod	Bim-Bcl-2	Rab7 wt modul	Rac1 mut GTP	Bcl-B Bim block	Bfl-1 Bim block	Bcl-XL Bim block
CC(NC(=O)c1ccc2c(c1)OCCO2)c1ccc(S(N)(=O)=O)cc1 (stereo not given)	100	100	96	-1	96	-3	100	97	-1	-5	-1
CC1(CCc2ccc3c(c2)OCO3)NC(=O)c2ccccc2N1 (stereo not given)	101	104	100	0	98	-9	100	98	-8	-12	0
COCCn1c(C)cc(C(=O)COC(=O)CCc2ccc(S(=O)(=O)N3CCOCC3)cc2)c1C	99	100	97	0	97	-6	96	97	-7	-11	8
COc1ccc(-n2nc(C(=O)Nc3nc4ccc(OC)cc4s3)c3ccccc3c2=O)c(OC)c1	105	106	101	-11	102	-6	100	101	-18	-17	-13
O=C(CCc1ccccc1)Nc1cccc(-c2nnc(-c3ccco3)o2)c1	104	102	103	0	103	0	103	102	0	-1	0
Cc1cc(=O)oc2cc(OCc3nnc(-c4ccccc4Br)o3)ccc12	94	95	97	-2	92	-3	97	93	-1	-1	2
O=C(NCC1CCCO1)c1sc(=S)n2c1[nH]c(=O)c1ccc(C(=O)N3CCCCC3)cc12 (stereo not given)	92	96	94	3	93	-9	98	93	0	-13	0
O=C(NC(=S)Nc1cccc(Cl)c1N1CCOCC1)c1cccs1	94	98	95	0	99	-3	103	92	-3	-7	-4
O=C(O)CC1=C(O)C(=O)N(c2ccccc2)C1c1ccc(Br)cc1 (stereo not given)	96	95	96	0	93	-3	93	92	0	-1	-1
CCc1ccc(OCC(=O)NN2Cc3ccccc3C2=N)cc1	95	100	98	1	98	2	104	97	0	-1	-2
O=C1CN(C(=O)COC(=O)/C=C/c2ccc(S(=O)(=O)N3CCOCC3)cc2)c2ccccc2N1	95	100	98	-2	96	-3	98	94	-2	-2	-4
COc1ccccc1Nc1nc2nonc2nc1N1CCCCC1C (stereo not given)	99	105	102	-3	98	-7	99	101	-7	-15	-6
CC(C)OC(=O)NCCOC(=O)Nc1cccc(Cl)c1	?	?	?	-2	?	-1	?	?	-1	-1	0
O=C(NC1=NCCS1)[C@H](Cc1ccccc1)N1C(=O)c2ccccc2C1=O	100	96	98	-5	100	0	93	99	-2	0	-1
O=C(CSc1n[nH]c(-c2ccccc2)n1)Nc1ncc(Br)cc1Br	100	104	98	-1	99	-9	96	99	-9	-16	-9
CCCCC(CC)C(=O)Nc1ccccc1C(=O)NC(C)C (stereo not given)	98	97	99	0	98	-11	100	93	-7	-11	0
COC(=O)C1=NN(C(C)(C)CC(C)=O)C2C(=O)N(C3CCCCC3)C(=O)C12 (stereo not given)	95	98	97	-4	96	0	104	94	-2	-7	-3
O=C(NC1CC1)C1=COCCO1	101	104	101	4	99	-14	99	101	-37	-13	-4
C/C(=N\NC(=O)c1ccc(F)cc1)c1ccc(N2CCOCC2)cc1	95	99	95	3	94	1	93	96	3	-1	3
Cc1cc(C)nc(-n2ncc(C#N)c2N)n1	100	102	99	-3	100	-3	104	100	-8	-7	-4
NNC(=O)c1ccccc1-n1cccc1	95	96	95	-2	92	0	89	94	0	-3	-1
COC1(c2cc(-c3ccccc3)nc(N)n2)CCCCC1	100	99	100	-2	95	-2	96	97	-2	-1	1
O=C(/C=C/c1c(F)cccc1Cl)Nc1ncccn1	?	?	?	-3	?	-2	?	?	-7	-1	-7
O=c1ccc2c(o1)/C(=C/C=C(Cl)Cl)CCC2	97	98	99	-3	99	0	97	96	-1	-2	-1

Three entries out of the list above, arranged by their value in Rac1 wt modul, smallest number first.
SMILES	Cdc42 wt GTP	Rac1 wt modul	HRas wt GTP	Bcl-W Bim block	Rab2A wt mod	Bim-Bcl-2	Rab7 wt modul	Rac1 mut GTP	Bcl-B Bim block	Bfl-1 Bim block	Bcl-XL Bim block
CCCCC(CC)C(=O)Nc1ccccc1C(=O)NC(C)C (stereo not given)	98	97	99	0	98	-11	100	93	-7	-11	0
COC(=O)C1=NN(C(C)(C)CC(C)=O)C2C(=O)N(C3CCCCC3)C(=O)C12 (stereo not given)	95	98	97	-4	96	0	104	94	-2	-7	-3
COC1(c2cc(-c3ccccc3)nc(N)n2)CCCCC1	100	99	100	-2	95	-2	96	97	-2	-1	1

Reprinted at random: 3 entries already listed, in no set order.
SMILES	Cdc42 wt GTP	Rac1 wt modul	HRas wt GTP	Bcl-W Bim block	Rab2A wt mod	Bim-Bcl-2	Rab7 wt modul	Rac1 mut GTP	Bcl-B Bim block	Bfl-1 Bim block	Bcl-XL Bim block
COc1ccccc1Nc1nc2nonc2nc1N1CCCCC1C (stereo not given)	99	105	102	-3	98	-7	99	101	-7	-15	-6
CC(C)OC(=O)NCCOC(=O)Nc1cccc(Cl)c1	?	?	?	-2	?	-1	?	?	-1	-1	0
Cc1cc(=O)oc2cc(OCc3nnc(-c4ccccc4Br)o3)ccc12	94	95	97	-2	92	-3	97	93	-1	-1	2

Other compounds follow.
SMILES	Cdc42 wt GTP	Rac1 wt modul	HRas wt GTP	Bcl-W Bim block	Rab2A wt mod	Bim-Bcl-2	Rab7 wt modul	Rac1 mut GTP	Bcl-B Bim block	Bfl-1 Bim block	Bcl-XL Bim block
COc1cc(/C=C/C(=O)c2ccccc2O)cc(OC)c1OC	96	100	93	3	96	1	96	96	0	3	0
Cc1nc(SCC(=O)c2ccc(F)cc2)c([N+](=O)[O-])[nH]1	100	97	98	-4	99	-6	96	98	-2	-2	-5
Cc1nn(C)c(C)c1C1C(C#N)=C(N)OC2=C1C(=O)CC(C)(C)C2 (stereo not given)	104	101	100	0	99	0	98	99	-1	0	-4
O=C(CCC(=O)OCc1ccc(Cl)cc1)Nc1cccc([N+](=O)[O-])c1	94	94	94	-2	94	-5	95	93	-5	-2	-3
CC1=C(C(=O)NCc2ccc3c(c2)OCO3)C2(CCC(C)CC2)OC1=O (stereo not given)	105	103	100	0	100	-1	99	98	-2	-8	-2
CCCCC1CC(C)(C(=O)CSc2nc3ccccc3s2)OC1=O (stereo not given)	100	107	102	-1	104	-4	103	102	-7	-10	-7
c1ccc(CNC2=NCCCC2)cc1	102	104	99	0	102	-15	101	96	-12	-21	-3
C=CCc1cccc2cc(C(=O)N3CCN(C(=O)OCC)CC3)c(=O)oc12	94	97	95	3	98	4	97	96	3	3	4
Cn1ccnc1Sc1cc(Cl)ccc1[N+](=O)[O-]	99	104	102	2	102	-3	104	98	-1	-5	-1
COc1ccccc1NC=C1C(=O)OC(C)(C)OC1=O	103	106	101	5	100	-1	95	103	-5	-13	-5
CCOC(=O)C(C)Sc1ncc(OC)c(Sc2ccc(Cl)cc2)n1 (stereo not given)	100	101	100	-1	100	-2	100	99	-3	-3	-2
COc1ccc(C(=O)NC(=S)NCC2CCCO2)cc1 (stereo not given)	103	105	102	-4	103	-5	101	102	-5	-2	-9

3 compounds already listed, sorted by length of the SMILES, falling.
SMILES	Cdc42 wt GTP	Rac1 wt modul	HRas wt GTP	Bcl-W Bim block	Rab2A wt mod	Bim-Bcl-2	Rab7 wt modul	Rac1 mut GTP	Bcl-B Bim block	Bfl-1 Bim block	Bcl-XL Bim block
Cc1nc(SCC(=O)c2ccc(F)cc2)c([N+](=O)[O-])[nH]1	100	97	98	-4	99	-6	96	98	-2	-2	-5
COc1ccc(C(=O)NC(=S)NCC2CCCO2)cc1 (stereo not given)	103	105	102	-4	103	-5	101	102	-5	-2	-9
c1ccc(CNC2=NCCCC2)cc1	102	104	99	0	102	-15	101	96	-12	-21	-3

(more compounds)
SMILES	Cdc42 wt GTP	Rac1 wt modul	HRas wt GTP	Bcl-W Bim block	Rab2A wt mod	Bim-Bcl-2	Rab7 wt modul	Rac1 mut GTP	Bcl-B Bim block	Bfl-1 Bim block	Bcl-XL Bim block
O=S(=O)(c1ccc(F)cc1)N1CCC2(CC1)OCCO2	97	98	98	0	101	-5	102	96	-3	-6	-2
COc1ccc(C(=O)N2CCCC(c3nc(-c4cccs4)no3)C2)cc1 (stereo not given)	96	93	96	0	93	2	94	93	0	-3	1
C/C(=N\NC(=O)c1cccc(C)c1)c1ccc(N2CCOCC2)cc1	?	?	?	0	?	-4	?	?	-4	-10	-2
O=C(Nc1nncs1)c1c(F)c(F)c(F)c(F)c1F	100	104	100	-3	100	-4	104	100	-10	-12	-9
O=C(C1=C(O)C(=O)N(CCN2CCOCC2)C1c1ccccn1)c1cccs1 (stereo not given)	101	99	99	-3	98	-7	99	96	-8	-15	-4
CC(C)Oc1ccc(CCc2nnc(SCC(=O)O)n2-c2ccccc2)cc1	93	93	93	-2	91	-3	94	90	-5	-6	-5
CC(C)(C)c1nc(NCC2CCCO2)c2nnn(Cc3ccccc3)c2n1 (stereo not given)	104	102	103	0	98	-1	97	99	-1	0	-1
CC(Oc1ccc(Cl)cc1)C(=O)NNC(=S)NC(=O)c1ccco1 (stereo not given)	92	96	93	-1	93	-2	89	93	-4	-1	-5
CCCN(CCC)S(=O)(=O)c1ccc(NS(=O)(=O)c2ccc(F)cc2)cc1	101	102	100	-1	101	-1	102	98	0	-2	-1
CC(=O)c1cccc(Nc2nc(-c3cccc([N+](=O)[O-])c3)cs2)c1	99	95	96	-1	97	0	99	97	0	2	2
O=C(C1CCN(S(=O)(=O)c2cccs2)CC1)N1CCN(c2ccccc2)CC1	105	101	100	-1	101	-10	103	98	-9	-12	-13
Cc1cc(C)n(Cc2ccc(C(=O)Nc3cccc(Br)c3)o2)n1	102	103	102	0	100	0	102	100	-2	-1	-4
Cc1cccc(Cc2nnc(CCC(=O)N3CCCC(CN4CCOCC4)C3)o2)c1 (stereo not given)	98	96	96	0	99	-3	98	97	-1	-5	-2
COC(=O)c1c(NC(=O)c2cccs2)sc2c1CCCC2	?	?	?	-2	?	-3	?	?	-4	-1	-5
COCCNC(=S)N(CCc1c(C)[nH]c2ccc(C)cc12)Cc1cc(OC)c(OC)c(OC)c1	100	100	97	0	98	0	96	96	-3	4	0
Cc1nc2ccc(S(=O)(=O)NC(C(=O)NC3CCCC3)C(C)C)cc2s1 (stereo not given)	99	99	98	-4	99	-10	102	98	-8	-10	-6
CC(C)c1cc(NC(=O)CSc2nnc(-c3ccccc3F)n2C)on1	105	110	105	-2	104	-11	105	101	-3	-9	-5
Cc1ccc(-c2cc(C(=O)Nc3ccc(S(=O)(=O)Nc4onc(C)c4C)cc3)c3ccccc3n2)cc1	90	99	96	2	92	-2	100	91	1	-4	-2
CN(Cc1nc2ccccc2c(=O)[nH]1)c1ccccc1	102	105	102	-1	100	-4	103	98	-1	-1	-3
